Bioassay records (PubChem BioAssay)
Gli-Sufu antag = antagonists of Gli-Sufu signaling | Sufu-KO-LIGHT fibroblasts, Gli luciferase reporter luminescence | inhibition, % at 5 µM | 340,000 tested, 0.74% active | AID 588413;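 active = inhibition above about 55%, limit read from the data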;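 note: 0% = DMSO-treated cells and 100% = wells with medium but no cells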
APJ antagonist = blocks the human apelin receptor APJ; CHO-K1 APJ beta-arrestin complementation, luminescence; AID 2521; 330,000 tested, 0.32% active; P35414; inhibition, % at 20 µM;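 active = inhibition above about 40% at 20 µM, limit read from the data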;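 note: cells challenged with 10 nM apelin-13 agonist together with compound; plate controls were apelin-13 plus DMSO wells for no effect and DMSO wells lacking apelin-13 for full effect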
ATG4B inh = inhibitors of human ATG4B cysteine protease; AID 504462; 340,000 tested, 0.51% active; ATG4B cleavage of LC3-PLA2, NBD-HPC fluorescence, 1 h; inhibition, % at 8.33 µM; Q9Y4P1; in the data active = inhibition above about 40%
UBC13 polyUb = blocks human UBC13 polyubiquitin chain formation; P61088; TR-FRET; inhibition, % at 20 µM; 330,000 tested, 0.47% active; in the data active = inhibition above about 45%, passing the limit was not always enough
Target sequence (P61088 whole entry, looked up): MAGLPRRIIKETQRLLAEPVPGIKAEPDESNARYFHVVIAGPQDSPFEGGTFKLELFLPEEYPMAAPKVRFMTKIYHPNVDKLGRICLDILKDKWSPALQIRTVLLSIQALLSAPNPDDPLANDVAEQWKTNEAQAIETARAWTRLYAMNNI
CXCR6 block = inhibitors of human CXCR6 receptor. inhibition, % at 20 µM. O00574. 360,000 tested, 0.36% active. CHO-K1 PathHunter CXCR6 beta-arrestin, luminescence; in the data active = inhibition above about 34%, passing the limit was not always enough;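 note: antagonist mode with CXCL16 agonist at 10 nM final; 0% = 10 nM CXCL16 with DMSO and 100% = unstimulated wells without agonist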
Target sequence (O00574 whole entry, looked up): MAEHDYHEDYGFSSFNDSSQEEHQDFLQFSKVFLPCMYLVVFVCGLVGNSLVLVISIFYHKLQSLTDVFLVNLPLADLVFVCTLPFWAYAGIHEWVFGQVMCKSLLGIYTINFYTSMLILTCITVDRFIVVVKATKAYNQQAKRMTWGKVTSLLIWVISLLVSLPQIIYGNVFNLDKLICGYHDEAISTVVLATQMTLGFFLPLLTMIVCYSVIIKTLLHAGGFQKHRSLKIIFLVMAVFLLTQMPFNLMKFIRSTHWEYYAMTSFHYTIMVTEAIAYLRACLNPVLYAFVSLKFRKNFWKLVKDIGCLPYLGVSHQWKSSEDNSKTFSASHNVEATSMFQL
APJ ag = agonists of human APJ apelin receptor. CHO-K1 APJ PathHunter beta-arrestin, luminescence; 0% DMSO wells, 100% apelin. activation, % at 20 µM. 330,000 tested, 0.11% active. AID 2520;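 active = activation more than six SD over the plate average, tested at 20 µM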;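 note: 0% = DMSO alone and 100% = apelin-13 at 10 nM; some results filed as inactive read as strong as hits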
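Test system: CHO-K1 APJ beta-arrestin complementation cell line | Compound: Single test compound dose, 20 µM final, 1% DMSO | Incubation: Compound 90 min 25 °C, reagent 1 h | Measured by: beta-gal luminescence | Read-out basis: APJ–arrestin association signal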
EBI2 antag = blocks human EBI2 receptor beta-arrestin signaling; AID 651636; P32249; EBI2 beta-arrestin recruitment, luminescence, 7a,25-OHC stimulated; 360,000 tested, 0.81% active; inhibition, % at 5 µM; in the data active = inhibition above about 38%;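 note: enzyme fragment complementation signal reports receptor beta-arrestin coupling in cells; 0% = agonist plus DMSO wells and 100% = wells without agonist; some results beyond the cut were filed as inactive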
CCR6 antagonist = blocks CCL20-driven beta-arrestin recruitment at human CCR6; AID 493098; 340,000 tested, 0.49% active; P51684; inhibition, % at 20 µM; CHO-K1 CCR6 PathHunter beta-arrestin, luminescence, CCL20-stimulated;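 active = compounds whose inhibition of the agonist-driven luminescence signal at 20 µM reaches about 50%, limit read from the data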;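 note: cells stimulated with CCL20 at 14 nM final; plate controls were DMSO with CCL20 for no effect and DMSO without agonist for full effect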
Target sequence (P51684 whole entry, looked up): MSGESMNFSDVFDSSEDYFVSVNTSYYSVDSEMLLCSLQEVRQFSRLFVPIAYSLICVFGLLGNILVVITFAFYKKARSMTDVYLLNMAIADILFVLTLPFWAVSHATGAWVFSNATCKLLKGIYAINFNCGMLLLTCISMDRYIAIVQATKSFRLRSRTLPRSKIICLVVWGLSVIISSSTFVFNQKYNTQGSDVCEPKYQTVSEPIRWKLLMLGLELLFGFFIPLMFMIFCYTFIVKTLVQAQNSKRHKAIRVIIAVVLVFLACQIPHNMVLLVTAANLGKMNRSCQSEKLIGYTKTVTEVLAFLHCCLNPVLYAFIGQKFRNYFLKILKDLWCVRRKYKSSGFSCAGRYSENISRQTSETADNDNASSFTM
The depositor's hits bear a star; . = not tested or not shown.

Results follow in this order: Gli-Sufu antag, APJ antagonist, ATG4B inh, UBC13 polyUb, CXCR6 block, APJ ag, EBI2 antag, CCR6 antagonist
1. CS(=O)(=O)Nc1ccc(S(=O)(=O)NC2CCCCC2)cc1
 : -3, 46*, 0, 6, -7, -3, -4, 4
2. COc1cccc(CNC(=O)Cn2cccc2)c1
 : -2, 9, 7, -3, -2, -3, -1, 3
3. O=C(COC(=O)COc1ccc(Br)cc1)NC1CCCC1
 : 3, -2, -5, 6, -9, -3, -6, 13
4. CCCCNC(=O)CCCCC(=O)N/N=C/c1cccc(Cl)c1
 : 3, 7, -5, 6, -5, -2, -1, 2
5. Cc1ccc(-n2c(SCC(=O)Nc3cc(S(=O)(=O)N4CCOCC4)ccc3Cl)nc3ccccc3c2=O)cc1
 : 0, 5, -2, 8, 4, -1, 3, 18
6. CCOc1ccccc1NC(=O)c1nnn(CC(=O)Nc2cc(C)cc(C)c2)c1N
 : 1, 19, -10, -7, -3, -1, -5, 8
7. Cc1cccc(NC(=O)c2c([N+](=O)[O-])cnn2C)c1
 : 12, -7, 6, -10, -3, 1, -9, 14
8. O=C(N/N=C/C(Br)=C\c1ccccc1)c1cccs1
 : -67, -7, -13, 3, -7, 3, 4, 11
9. O=C(OCCCOC(=O)c1ccc(Br)o1)c1ccc(Br)o1
 : 6, 11, -9, 0, 4, -2, 7, 11
10. Cc1cc2c3ccccc3ncn2n1
 : 4, 13, 3, -5, -2, -2, -11, -7
11. CCn1c(COc2ccc(=O)n(-c3ccccc3)n2)nnc1SCc1ccc(OC)cc1
 : 4, 3, -9, 5, -7, -2, 7, 8
12. S=C1NC2=C(C(c3ccc(Br)cc3)N1)N1CCC2CC1 (centres undefined)
 : 14, 22, -3, 0, -3, -4, 9, 18
13. COC(=O)c1cccc(S(=O)(=O)N(Cc2ccco2)Cc2cc3cc(OC)c(OC)cc3[nH]c2=O)c1
 : 4, -1, -12, 15, 1, -4, 4, -12
14. CCCCNS(=O)(=O)c1ccc(S(=O)(=O)n2cnc3ccccc32)cc1
 : 42, 2, -2, -2, -2, 0, 1, -3
15. CNc1nc2c(Cl)cc(Cl)cc2s1
 : 0, 18, 5, 4, 4, 0, -3, -6
16. O=C(COC(=O)C1CCN(c2ccc(C(F)(F)F)cn2)CC1)Nc1ccc(F)cc1[N+](=O)[O-]
 : -12, -12, 0, -6, -9, 2, -5, 12
17. CC1CCN(CC(=O)c2c[nH]c3ccccc23)CC1
 : -35, 3, -5, 0, -2, -1, -10, 39
18. Cc1ccc(S(=O)(=O)N2CCN(C(=O)c3ccc(Cl)nc3)CC2)cc1
 : -1, 6, -11, -3, -4, -2, 1, -6
19. COC(=O)c1ccccc1NC(=O)C1CCCN(S(=O)(=O)c2ccc(F)cc2)C1 (centres undefined)
 : 1, 5, 3, -2, -17, -3, 11, 28
20. O=C(NC1CCCC1)C(c1ccccn1)N(C(=O)c1csnn1)c1ccccc1Br (centres undefined)
 : -20, 14, 3, -6, 1, 8, 1, -4
21. CC(C)c1nnc(NC(=O)CCC(=O)Nc2ccc3cn[nH]c3c2)s1
 : -1, 6, -4, 0, -8, -3, -8, 10
22. O=C1CCCN1CCCNC(=S)Nc1ccc(Cl)cc1Cl
 : 19, -4, -13, 11, -3, 2, -3, -9
23. COc1ccc(C(=O)Nc2nnc(CCc3ccccc3)s2)c(OC)c1
 : 0, 1, -5, 16, 0, -2, -7, 15
24. C=CCn1c(NC(=O)CC)c(C(=O)OCC)sc1=S
 : 0, 11, -12, 0, 3, -4, 1, 2
25. COc1cc(NC(=O)COC(=O)/C=C/c2ccccc2Cl)cc(OC)c1
 : -5, -2, -2, 3, -6, -3, -18, 10
26. CCOc1cc(C(=S)N2CCOCC2)ccc1OC(=O)c1ccc(C)cc1
 : -15, -1, -2, -4, -1, -1, 6, -3
27. COC(=O)C1=NN(N=O)C2(CC(=O)N(c3cc(C)cc(C)c3)C2=O)C1 (centres undefined)
 : -20, -6, -2, -2, -4, -2, -12, 4
28. Cc1ccc(NCc2n[nH]c(=S)n2Cc2ccccc2)cc1Cl
 : 13, ., 10, ., -1, ., 17, 23
29. CNc1c(NS(=O)(=O)c2ccc(C(C)(C)C)cc2)c(=O)oc2ccccc12
 : -4, 12, 3, 2, -5, 0, -14, 14
30. CCN(C(=O)c1cc2c(=O)[nH]c3ccc(C)cc3c2s1)c1ccc(OC)cc1
 : 2, 19, -4, -8, 5, -5, -9, 7
31. CC(c1ccccc1C(O)c1ccccc1)N(C)C (centres undefined)
 : 5, -2, -8, 4, 3, 0, 2, -2
32. COc1ccc(C(=O)N2CCNC(=O)C2CC(=O)Nc2ccc(C)c(C)c2)cc1 (centres undefined)
 : -7, 15, -1, 5, -2, -3, -3, 10
33. O=c1cc(CSc2ccccc2)nc(-c2ccccc2)[nH]1
 : -10, 6, -2, 5, 1, -4, 2, 0
34. CC(=O)c1ccc(OCC(=O)Nc2cccc(C(=O)Nc3c(C)n(C)n(-c4ccccc4)c3=O)c2)cc1
 : 4, ., -17, ., 4, ., -3, 2
35. O=C(OCC(=O)N1CCc2ccccc21)c1cncc(Br)c1
 : -3, -6, -11, -6, -6, -2, -3, 10
36. CCOC(=O)C1=C(C)NC(C)=C(C(=O)OCC)C1C(=O)OCC(=O)NC1(C#N)CCCCC1
 : -2, -2, 5, 1, 2, 3, -17, 3
37. CCOC(=O)C(CC)(CCC(=O)O)c1csc(N)n1 (centres undefined)
 : 6, -29, -10, -11, 2, -21, -3, -12
38. COc1ccccc1CNC(=O)Cc1ccccc1
 : -10, 6, -3, 4, -2, -2, 11, 14
39. C[C@H](CO)N1C[C@H](C)[C@@H](CN(C)S(=O)(=O)c2ccccc2)Oc2ccc(NS(=O)(=O)c3cccs3)cc2C1=O
 : 21, 7, -10, 7, -5, -2, -5, 7
40. Cc1cc(NC(=O)CCCn2nc([N+](=O)[O-])c(Br)c2C)no1
 : 2, 0, -3, 4, 13, -5, 0, 6

Among those listed so far, 7 contain bromine.
Results follow in this order: Gli-Sufu antag, APJ antagonist, ATG4B inh, UBC13 polyUb, CXCR6 block, APJ ag, EBI2 antag, CCR6 antagonist
3. O=C(COC(=O)COc1ccc(Br)cc1)NC1CCCC1
 : 3, -2, -5, 6, -9, -3, -6, 13
8. O=C(N/N=C/C(Br)=C\c1ccccc1)c1cccs1
 : -67, -7, -13, 3, -7, 3, 4, 11
9. O=C(OCCCOC(=O)c1ccc(Br)o1)c1ccc(Br)o1
 : 6, 11, -9, 0, 4, -2, 7, 11
12. S=C1NC2=C(C(c3ccc(Br)cc3)N1)N1CCC2CC1 (centres undefined)
 : 14, 22, -3, 0, -3, -4, 9, 18
20. O=C(NC1CCCC1)C(c1ccccn1)N(C(=O)c1csnn1)c1ccccc1Br (centres undefined)
 : -20, 14, 3, -6, 1, 8, 1, -4
35. O=C(OCC(=O)N1CCc2ccccc21)c1cncc(Br)c1
 : -3, -6, -11, -6, -6, -2, -3, 10
40. Cc1cc(NC(=O)CCCn2nc([N+](=O)[O-])c(Br)c2C)no1
 : 2, 0, -3, 4, 13, -5, 0, 6

Further entries follow:
Results follow in this order: Gli-Sufu antag, APJ antagonist, ATG4B inh, UBC13 polyUb, CXCR6 block, APJ ag, EBI2 antag, CCR6 antagonist
41. O=[N+]([O-])c1ccc(S(=O)(=O)c2ccccc2)nc1
 : 32, 43*, -1, -10, 52*, 6, -13, 71*
42. COc1ccc(/C=N/NC(=O)CN2CCCC2)cc1
 : -1, 3, 0, -2, 1, 3, -11, 0
43. Cc1c(C(=O)N2CCc3ccccc3C2)oc2ccccc12
 : -48, 24, 32, 6, -3, -5, -5, 8
44. Cc1ccc(C)c(NC(=O)CNS(=O)(=O)c2ccccc2)c1
 : 0, -1, 10, -7, -2, 4, 11, -4
45. O=[N+]([O-])c1ccc2c(c1)C(N1CCOCC1)/C(=C/COc1ccc(F)cc1)O2 (centres undefined)
 : -3, -3, -1, -5, -3, -2, 13, 2
46. Cc1ccccc1-c1nnc(SCC(=O)Nc2ccc(Cl)cc2)n1N
 : 4, -12, -4, -6, -3, -2, 16, -17
47. COc1ccc(N2CCN(C(=O)CSc3nnc4c5cc(C)ccc5n(C)c4n3)CC2)cc1
 : 4, 10, -13, 0, -11, -1, 3, 6
48. CC1CCCN(S(=O)(=O)c2ccc3c(c2)CCN3C(=O)C2CCC2)C1 (centres undefined)
 : 7, 7, -10, 10, -7, -4, -4, 16
49. COCCn1c(C)cc(C(=O)COC(=O)c2ccccc2Br)c1C
 : 45, 2, -10, 10, 3, -3, 1, 4
50. Cc1ccc(N(Cc2cc3cc(C)ccc3[nH]c2=O)C(=O)c2cccs2)cc1
 : 13, 10, 5, 9, 14, -1, 17, 26
51. COC(=O)c1cc(NC(=S)NCc2ccc(Cl)cc2)cc(C(=O)OC)c1
 : 7, -20, 22, 11, -9, -3, -2, 5
52. CCCOc1ccc(C2NC(=O)CCC2[N+](=O)[O-])cc1 (centres undefined)
 : -7, -13, 4, -11, -1, -2, -11, -11
53. CC(=O)c1cccc(NC(=O)c2cc(-c3ccco3)nc3ccccc23)c1
 : -4, 23, -1, 6, -2, 3, -2, 5
54. C=CCn1c(CCNC(=O)c2ccco2)nc2ccccc21
 : -16, 4, 4, -4, -1, 0, -35, -4
55. O=C(Nc1nnc(SCc2ccc(F)cc2)s1)C1=COCCO1
 : -13, -9, -2, -2, 6, 0, -5, 11
56. Cc1ccc(SCC(=O)N2CC(C)OC(C)C2)cc1 (centres undefined)
 : -5, -10, -11, -2, -4, -1, 10, -4
57. Cc1nn(CC(=O)N2CCc3ccccc3C2)c(C)c1[N+](=O)[O-]
 : -3, 12, -1, 7, 5, -2, -3, 10
58. O=C(CSC1=NCCS1)NC1CCCC1
 : -12, 4, 11, 2, 3, -3, 0, 16
59. S=C1NC2(CCCCC2)Cc2ccccc21
 : 3, 6, -2, 11, 3, 3, 0, 25
60. O=C(O)c1ccc(N/N=C/c2ccc(F)c(F)c2)cc1
 : -23, 8, -1, -11, -8, 4, -11, 7

Three entries already listed, ordered by SMILES length, low to high.
Results follow in this order: Gli-Sufu antag, APJ antagonist, ATG4B inh, UBC13 polyUb, CXCR6 block, APJ ag, EBI2 antag, CCR6 antagonist
60. O=C(O)c1ccc(N/N=C/c2ccc(F)c(F)c2)cc1
 : -23, 8, -1, -11, -8, 4, -11, 7
55. O=C(Nc1nnc(SCc2ccc(F)cc2)s1)C1=COCCO1
 : -13, -9, -2, -2, 6, 0, -5, 11
51. COC(=O)c1cc(NC(=S)NCc2ccc(Cl)cc2)cc(C(=O)OC)c1
 : 7, -20, 22, 11, -9, -3, -2, 5

(more compounds)
Results follow in this order: Gli-Sufu antag, APJ antagonist, ATG4B inh, UBC13 polyUb, CXCR6 block, APJ ag, EBI2 antag, CCR6 antagonist
61. Cc1ccc(-c2noc(CCC(=O)NCCCN3CCN(c4ccc(F)cc4)CC3)n2)cc1
 : 5, -4, -10, 39, -3, 3, 2, -6
62. CCc1ccc(NC(=O)COC(=O)CC2CCCC2)cc1
 : 9, 3, -2, -13, 0, -1, 3, 11
63. COc1cc(NC(=O)CSc2nc(=O)n(CCCN3CCOCC3)c3c2CCC3)cc(OC)c1
 : 6, 8, -9, -1, 9, -1, 6, 2
64. CCOc1ccc(-c2nc(C#N)c(NCc3ccc4c(c3)OCO4)o2)cc1
 : -13, -72, 0, 13, -1, -2, 9, -12
65. O=C(OCC(=O)N1CCCC1=O)c1nc(Cl)c(Cl)c(Cl)c1Cl
 : 0, 17, 4, 2, 7, -4, -5, -16
